Source: PubChem BioAssay
Dicer inh: inhibitors of Dicer pre-microRNA processing, primary screen, biochemical, cat-ELCCA, chemiluminescence; cat-ELCCA pre-miR-21 Dicer processing; hits give high values; 47,000 tested, 6% active; z-score at 25 µM; in the data active means z-score above about 3, passing the limit was not always enough;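 further: plate controls were vehicle for no effect and no enzyme for full effect; higher signal means more uncleaved substrate so more Dicer inhibition; strong numbers were not always called active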
Starred values were filed as active, the others as inactive; & = joins results of further samples. Not all compounds are listed; count on the stated rates, not on these rows.

SMILES	Dicer inh
O=C(CSc1nc2ccccc2nc1N1CCCC1)NCc1ccc2c(c1)OCO2	2.08
CSc1c(CC(=O)Nc2ccccc2)n(C)c2ccccc12	3.69*
O=C(Oc1ccc(Cl)cc1)c1sc2sccc2c1Cl	0.21
O=S(=O)(NCc1ccc(F)cc1F)c1cc(Br)c(Br)s1	-0.15
Cc1nc(C)c(-c2csc(Nc3ncccn3)n2)s1	2.66
CCOc1cc(C2C(C(=O)OCc3ccccc3)=C(C)NC3=C2C(=O)CCC3)ccc1O (configuration not stated)	-0.37
O=C1C=C(SCC(=O)c2cccc([N+](=O)[O-])c2)SC(c2ccccc2)C1 (configuration not stated)	-3.97
CCOC(=O)N1CCN(c2cc(C(F)(F)F)cc(C(F)(F)F)n2)CC1	2.18
C=CCc1c(C)nc(N2CCSCC2)[nH]c1=O	-0.64
CC(C)(C)S(=O)(=O)/C(C#N)=C/c1sccc1C1OCCO1	0.97
CC1=CCC2C(=O)N(c3ncccn3)C(=O)C2C1 (configuration not stated)	3.68*
O=C(c1ccc(Br)cc1)C(C(=O)N1CCN(c2ccccc2)CC1)n1ccccc1=O (configuration not stated)	-0.57
Cc1nccc(-c2cccc(NC(=O)c3ccc(N4CCOCC4)nc3)c2)n1	0.47
CC(C)n1c(C(F)(F)F)nc2cc(C(=O)Nc3ccc(Cl)cc3)ccc21	-1.28
C=C(C)c1cccc(C(C)(C)NC(=O)Nc2ccccc2F)c1	1.46
O=C(CSc1nc(-c2ccccc2)cc(=O)[nH]1)NC1CCCC1	-0.27
O=C(Nc1ccccc1C(=O)NCCCn1ccnc1)Nc1c(Cl)cccc1Cl	0.41
CSc1nnc(-c2cc(OCC(F)(F)F)nc(OCC(F)(F)F)c2)n1Cc1ccco1	-0.8
C=CCN1C(=O)C(O)(CC(=O)c2cc(OC)ccc2OC)c2cc(Br)ccc21 (configuration not stated)	3.54*
O=C1CC(NCc2ccc(Cl)cc2)C(=O)N1c1ccc(Br)cc1 (configuration not stated)	-3.31
COc1ccc(C2SCC(=O)N2CCCN(C)C)cc1OC (configuration not stated)	1.15
CC(C)n1cc(/C(N)=N/OC(=O)c2cccs2)c(=O)n(Cc2ccccc2)c1=O	-0.73
CCCN(CCC)S(=O)(=O)c1ccc(C(=O)O)cc1	-0.57
CC1(C)CC(=O)C2=C(C1)N(c1ccc(S(N)(=O)=O)cc1)C(N)=C(C#N)C2c1ccc(Cl)cc1 (configuration not stated)	-1.23

Next section, overlapping the part above by 6 compounds.
SMILES	Dicer inh
C=CCN1C(=O)C(O)(CC(=O)c2cc(OC)ccc2OC)c2cc(Br)ccc21 (configuration not stated)	3.54*
O=C1CC(NCc2ccc(Cl)cc2)C(=O)N1c1ccc(Br)cc1 (configuration not stated)	-3.31
COc1ccc(C2SCC(=O)N2CCCN(C)C)cc1OC (configuration not stated)	1.15
CC(C)n1cc(/C(N)=N/OC(=O)c2cccs2)c(=O)n(Cc2ccccc2)c1=O	-0.73
CCCN(CCC)S(=O)(=O)c1ccc(C(=O)O)cc1	-0.57
CC1(C)CC(=O)C2=C(C1)N(c1ccc(S(N)(=O)=O)cc1)C(N)=C(C#N)C2c1ccc(Cl)cc1 (configuration not stated)	-1.23
Fc1ccc(N=CNc2ccc(F)cc2F)c(F)c1	-0.94
COc1ccc(C2Nc3ccccc3NC3=C2C(=O)CC(c2cccs2)C3)cc1 (configuration not stated)	23.9
COc1ccc(-c2nnc(SCc3ccc(C)cc3)o2)cc1	-0.1
CC(=O)Nc1cccc(OCCCN2CCS(=O)(=O)CC2)c1	-1.17
O=[N+]([O-])C1=Cc2cc(Cl)cc(Cl)c2OC1c1ccc(F)cc1 (configuration not stated)	5.21*
Cn1cncc1S(=O)(=O)/C(C#N)=C/c1ccccc1Sc1ccc(Cl)cc1	-1.54
COC(=O)c1c(NC(=O)COc2ccccc2Br)sc2c1CCCC2	1.38
Cc1ccccc1C(=O)Cc1ccc(C(N)=O)cc1	-0.31
Cc1nn2c(=O)/c(=C/c3ccc(Cl)cc3Cl)sc2nc1=O	-0.2
CCOC(=O)CSc1nnc(-c2sc3nc(C)cc(C)c3c2N)n1C	-0.55
C/C(COc1ccc(Cl)cc1Cl)=N\O	-0.02
CCCCOC(=O)C1=C(C)NC2=C(C(=O)CCC2)C1c1ccc(C(=O)OC)cc1 (configuration not stated)	-0.53
COc1ccc(CNc2nc(-c3cccs3)c(C#N)c(=O)n2C)cc1	-0.9
Cn1c(SCC(=O)c2c[nH]c3ccccc23)nnc1-c1cccs1	2.61
Cc1cc(=O)n2ncnc2n1CC(=O)NN	3.13*
CC(=O)Nc1sc2c(c1C#N)CCc1ccccc1-2	0.06
COc1ccc(Oc2coc3cc(OC(=O)N4CCOCC4)ccc3c2=O)cc1	-0.4
N#CCCN(Cc1cccs1)S(=O)(=O)c1cccs1	1.16
COC(=O)c1cc(Br)ccc1OC(=O)c1cccnc1	2.4
Cc1nn2c(C(F)(F)F)cc(-c3ccc(OC(C)C)cc3)nc2c1C#N	0.18
CCCCC(=O)Nc1ncc2c(n1)CC(C)(C)CC2=O	0.66
Cc1nnc2sc(-c3cccc(N)c3)nn12	-0.5
COc1ccc(C2C(C(=O)OCCOC(C)C)=C(C)NC3=C2C(=O)CC(C)(C)C3)cc1O (configuration not stated)	0.53
c1nc(NCCCN2CCOCC2)c2c3c(sc2n1)CCCC3	-0.45
COc1ccc(CNCc2ccc(OC)c(OC)c2)cc1C	0.23
CCC(C)OC(=O)COc1ccc2c(=O)c(Oc3cccc(C)c3)coc2c1 (configuration not stated)	1.42
COCc1cc(=O)n2[nH]c(C(C)(C)C)cc2n1	-0.04
COc1cc(OC)c2c(c1)C(=O)OC2OC (configuration not stated)	-1.39
CCOC(=O)C1=C(C)Nc2nc3ccccc3n2C1/C=C/c1ccccc1 (configuration not stated)	3.83*
CSc1c(C#N)c(-c2cc(C(C)(C)C)oc2C)nn1-c1ccc(F)cc1	-4.12
CCOC(=O)Cn1c(=O)c(-c2nc(-c3ccc(Cl)cc3)cs2)cn(C(C)C)c1=O	1.42
Cc1cc(C)cc(Oc2c(C(F)(F)F)oc3c(CN4CCN(C)CC4)c(O)ccc3c2=O)c1	-0.65
CCOc1ccc(C2CC(=O)NC(SCC(=O)OC(C)C)=C2C#N)cc1 (configuration not stated)	0.96
Nc1cc(Cl)c(N2CCOCC2)cc1N1CCOCC1	3.23
Cc1c(C)c(C)c(CS(=O)(=O)CC(=O)Nc2ccc(F)c(Cl)c2)c(C)c1C	-0.61
CCOc1ccc(C(Nc2ccccn2)c2ccc3ccc(C)nc3c2O)cc1 (configuration not stated)	-2.33
CSc1ccc(C2C(C(=O)OC3CCCC3)=C(C)NC3=C2C(=O)CCC3)cc1 (configuration not stated)	2.56
Clc1ccc(SCc2ccc(-c3csnn3)cc2)cc1	0.01
O=C1c2ccccc2C(=O)c2c(Sc3cccc4c3C(=O)c3ccccc3C4=O)cccc21	1.09
Cc1nn(-c2ccccc2)c(C)c1Sc1ccccc1	-0.96
CCCCCC(C)n1[nH]c(=O)c2c(C)cc(C)nc21 (configuration not stated)	0.66
CCOc1ccc(Cc2nccc3cc(OCC)c(OCC)cc23)cc1OCC	10.9
COc1ccccc1NC(=O)N=S1CCN(C(=O)c2ccc(Cl)cc2)CC1	-0.36
C1N2CN3CN1CN(C2)C3	-0.72
NC(=O)CN1C(C(=O)c2ccccc2)=C(N2CCOCC2)c2ccccc2S1(=O)=O	0.95
O=C(c1ncn[nH]1)N(Cc1cc2ccccc2[nH]c1=O)c1ccccc1	0.09
CCOc1ccccc1CNc1nc2ccccc2n1CCN(CC)CC	5.34*
NC(=S)c1cc(C(F)(F)F)cc(C(F)(F)F)c1	-1.15

Continued; the last 5 above are carried over.
SMILES	Dicer inh
C1N2CN3CN1CN(C2)C3	-0.72
NC(=O)CN1C(C(=O)c2ccccc2)=C(N2CCOCC2)c2ccccc2S1(=O)=O	0.95
O=C(c1ncn[nH]1)N(Cc1cc2ccccc2[nH]c1=O)c1ccccc1	0.09
CCOc1ccccc1CNc1nc2ccccc2n1CCN(CC)CC	5.34*
NC(=S)c1cc(C(F)(F)F)cc(C(F)(F)F)c1	-1.15
COc1ccc(CCN2C(=O)CSC2=S)cc1OC	-1.84
OCCNc1ncnc2c1c(-c1ccccc1)c(-c1ccccc1)n2Cc1ccco1	5.89*
Cc1ccc(S(=O)(=O)N(C)C)cc1NC(=O)Nc1cccs1	-1.18
CCc1ccn2cc(-c3ccc(F)cc3)nc2c1	-0.11
S=C(NN=C1CCCC1)NC1CC2C=CC1C2 (configuration not stated)	0.78
COc1ccc2c(c1)-c1nc(NC(=O)c3ccco3)sc1CC2	5.03*
CCCCCCCc1ccc(C(=O)NC(=S)Nc2ccccn2)cc1	-1.87
CCCCCc1ccc(S(=O)(=O)Nc2ncc(C)cc2Br)cc1	-1.43
Cc1ccc(SC(C)C(=O)c2ccc(C)c(Cl)c2)cc1 (configuration not stated)	-1.33
COc1ccccc1N1C(=O)C2CC=C(Cl)CC2C1=O (configuration not stated)	-2.59
CCCCc1c(COC)nc(-c2ccc(Cl)cc2)[nH]c1=O	3.16*
FC(F)(F)c1ccc(N2CCCN(C(=S)NC3CCCCCCC3)CC2)nc1	-1.91

Reformatted: entries from further up.
CCCCCCCc1ccc(C(=O)NC(=S)Nc2ccccn2)cc1
  Dicer inh = -1.87

CCCCCc1ccc(S(=O)(=O)Nc2ncc(C)cc2Br)cc1
  Dicer inh = -1.43

The list goes on.
SMILES	Dicer inh
COc1ccc(N2CCCn3c2nc2c3c(=O)n(CC(=O)O)c(=O)n2C)cc1	0.11
CCn1c2ccc(Cl)cc2c2cc(Cl)ccc21	-0.13
O=c1[nH]nc(CSc2ccc(Cl)cc2)n1-c1ccccc1	0.75
Cc1ccc(C(=O)CSc2n[nH]c(-c3ccco3)n2)c(C)c1	-0.59
NC(=S)c1ccc[n+]([C@@H]2O[C@@H](COP(=O)([O-])OP(=O)(O)OC[C@H]3O[C@@H](n4cnc5c(N)ncnc54)C(OP(=O)(O)O)[C@H]3O)C(O)C2O)c1 (some centres not stated)	1.43
COc1cc2nc(SCC(=O)Nc3ccc(C(C)C)cc3)n(-c3ccccc3)c(=O)c2cc1OC	0.57
COc1ccc(/C=C2/NC(=O)CN(C(C)=O)C2=O)cc1	1.98
O=C(Nc1ccc(OCc2ccccc2)cc1)Nc1ccccc1-c1nc2ccccc2[nH]1	-0.35
CCOC(=O)C1=C(Nc2ccc(OS(=O)(=O)c3ccc(Cl)cc3)cc2)C(=O)N(C(C)(C)C)C1	-0.34
CCOc1ccc(C(C)(C)C)cc1S(=O)(=O)Nc1ccc(Cl)cn1	0.56
COc1cc(C2C(C#N)=C(N)Oc3cc(O)ccc32)ccc1OCc1ccccc1F (configuration not stated)	-0.3
COCc1cc(C)nc2sc(C(=O)OC(C)C)c(N)c12	1.62
Cc1ccc(C)n1-c1sccc1C(=O)O	2.61
COc1ccc(C2c3c(oc4ccccc4c3=O)C(=O)N2c2nnc(C(C)C)s2)cc1OC (configuration not stated)	0.08
Cc1csc(C(=O)NNC(=O)C(Cl)Cl)c1	0.01
CN(C)c1ccc(/C=C/C2=Nc3ccccc3SC(C)(C)C2)cc1	-1.96
NC(N)=NC(N)=Nc1cccc(Cl)c1	-1.18
Cc1cc(-c2csc(=N)n2-c2c(F)cccc2F)ccc1Cl	0.82
CCCN1C(=O)C(O)(CC(=O)c2ccc(C)o2)c2ccccc21 (configuration not stated)	-0.15
Cc1ccc2c(c1)C(O)(CC(=O)c1ccccc1)C(=O)N2 (configuration not stated)	-0.19
Cc1onc(-c2c(Cl)cccc2Cl)c1-c1noc(CSc2ccccn2)n1	-1.74
N#Cc1c(C2CCCCC2)nc(Sc2ccc(C(F)(F)F)cc2[N+](=O)[O-])[nH]c1=O	-1.08
COC(=O)c1cccc(Cn2cnc([N+](=O)[O-])n2)c1	1.14
COc1cc(/C=N/NC(=O)CC#N)ccc1O	-2.26
Cc1cc(S(=O)(=O)Oc2c(Cl)cccc2Cl)cc(C)c1F	-0.24
Cn1nc(C(F)(F)F)c(-c2ccccc2)c1NC(=O)c1ccccc1	-2.69
CCCNCC(O)COc1ccccc1C(=O)CCc1ccccc1 (configuration not stated)	-0.07
CCOC(=O)c1ccc(-n2nc(C)c(C(=O)OCC)c2C)cc1	-2.48
O=[N+]([O-])c1ccc(Sc2nc3ccccc3[nH]2)c(Cl)c1	-0.55
Cc1oc(-c2ccc(Cl)cc2)cc1C(=O)Nc1cc(-c2cccs2)nn1-c1ccc(F)cc1	-1.13
CCC(C)(C)NC(=S)Nc1cccc(OC)c1	0.11
C=CCc1c(O)ccc2c(C)cc(=O)oc12	0.42
O=C(CCCO)CC(=O)c1ccc(F)cc1	0.83
CCOC(=O)c1c(C)csc1NC(=O)CSc1ccc(Cl)cc1	0.16
CN1CCN(CCCN2c3ccccc3Sc3ccc(Cl)cc32)CC1	-0.29&-1.23
Cc1ccc(Oc2ncccc2NC(=O)C(=S)NCc2ccccc2)c2c1CCC2	1.01
Nc1ccccc1C(=O)NNC(=O)c1ccccc1Cl	-0.1
O=C(O)c1ccccc1C(=O)c1ccc(Sc2ccccc2)c([N+](=O)[O-])c1	-0.12
O=C(NCC1CCCO1)Nc1cccc(Cl)c1 (configuration not stated)	1.8
O=C(CN1C(=O)c2ccccc2S1(=O)=O)NCCSc1ccc(Cl)cc1	1.12
Brc1ccc(C2=Nn3c(Cn4nnc5ccccc54)nnc3SC2)cc1	-2.15
O=S(=O)(Nc1ccc(OCc2ccccc2)cc1)c1ccc2c(c1)OCCO2	3.36*
O=C1OC(Nc2ccc(F)cc2F)c2ccccc21 (configuration not stated)	2.42
Cc1ccc2c(C)nc(Nc3nc(C)c(CCC(C)C)c(=O)[nH]3)nc2c1	0.48
O=S(=O)(c1ccccc1)N1CCN(Cc2ccccn2)CC1	-2.99
COc1ccc(C2c3c(oc4ccc(C)cc4c3=O)C(=O)N2Cc2ccc3c(c2)OCO3)cc1OC (configuration not stated)	2.37
c1ccc(CCc2nn3c(COc4ccccc4)nnc3s2)cc1	2.08
CNCC[C@@H](Oc1ccccc1C)c1ccccc1	0.24
CCOC(=O)Cc1csc(NC(=O)Nc2ccc(C)cc2)n1	2.38
